Candida biofilm – kills Candida albicans biofilms; inhibition, % at 6 µM; C. albicans biofilm + clotrimazole, Alamar Blue; 0.14% of 85,000 active; AID 834;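 active means inhibition above 20%; inactive means inhibition below 20%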;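 further: preformed 24 hr biofilms exposed to compound for 48 hr; 0% = biofilm without compound and 100% = blank killed by clotrimazole plus chlorhexidine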
IL1B cytotox – HUVEC cytotoxicity counter-screen, IL-1B stimulated. HUVEC cell count loss, Hoechst imaging. cell count reduction, % at 2 µM. 0.41% of 94,000 active;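 active means cell count reduction more than 3 SD above the screen-wide mean, cut at about 70% in these data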;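 further: normalized per plate to untreated control cells as the no-loss baseline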
Smad3 inh – inhibitors of human Smad3 transcription factor binding; inhibition, % at 25 µM; TR-FRET Smad3/Dy647-FoxH1 peptide binding, europium anti-His; P84022; 0.29% of 88,000 active;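 active means compounds that reduce the energy-transfer binding signal between the protein and its labelled peptide by more than half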;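 further: 0% = Smad3 plus labelled peptide maximal FRET and 100% = peptide-only background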
HUVEC tox TNFa – toxic to HUVEC cells under TNF alpha stimulation; HUVEC TNFalpha-stimulated, Hoechst cell count, imaging; 0.17% of 93,000 active; AID 848; cell count reduction, % at 2 µM;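 active means cell count reduction exceeding the screen mean by over 5 SD, scaled to untreated wells per plate, cut at about 78% in these data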;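 further: cells counted after 24 h of TNF alpha exposure following the 1 h pretreatment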
sEH inhibitor – blocks human soluble epoxide hydrolase activity. AID 707. 0.34% of 91,000 active. P34913. recombinant human sEH enzymatic activity assay. inhibition, % at 2 µM; in the data active means inhibition above about 80%; further: values of inactives mirror those of a sister screen read the other way; many of its hits are not listed in these tables
Target sequence (P34913 whole entry, looked up): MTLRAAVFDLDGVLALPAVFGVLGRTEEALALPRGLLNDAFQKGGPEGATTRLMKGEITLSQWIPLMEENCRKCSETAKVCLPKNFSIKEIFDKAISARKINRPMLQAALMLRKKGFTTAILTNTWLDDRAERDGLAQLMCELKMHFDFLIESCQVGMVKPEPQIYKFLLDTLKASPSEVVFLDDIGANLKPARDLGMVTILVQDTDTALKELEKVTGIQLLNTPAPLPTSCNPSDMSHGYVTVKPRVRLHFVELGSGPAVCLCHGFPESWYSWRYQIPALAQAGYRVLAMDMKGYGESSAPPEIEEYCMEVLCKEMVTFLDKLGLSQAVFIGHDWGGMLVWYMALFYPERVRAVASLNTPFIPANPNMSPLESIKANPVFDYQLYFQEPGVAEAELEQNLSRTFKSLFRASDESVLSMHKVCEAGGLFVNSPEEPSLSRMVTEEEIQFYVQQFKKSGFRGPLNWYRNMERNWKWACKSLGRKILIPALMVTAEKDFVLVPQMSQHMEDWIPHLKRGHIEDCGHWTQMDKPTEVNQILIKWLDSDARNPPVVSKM
sEH activator – soluble epoxide hydrolase (human) activation. purified human sEH enzymatic activity, activator screen. activation, % at 2 µM. 0.04% of 91,000 active. P34913. AID 717; in the data active means activation above about 37%; further: values of inactives mirror those of a sister screen read the other way
cytoskel mod – cytoskeleton assembly modification | HUVEC TNFa F-actin phalloidin imaging, high content | inhibition, % at 2 µM | 0.18% of 91,000 active | AID 836;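 active means inhibition above the batch mean plus 3 SD and confirmed as a hit by visual image inspection, cut at about 30% in these data, passing the limit was not always enough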; further: strong numbers were not always called active
VCAM1 TNFa inh – reduces TNF alpha induced VCAM1 expression in HUVEC; 0.48% of 95,000 active; HUVEC TNFa-induced VCAM-1 immunofluorescence, high-content imaging; inhibition, % at 2 µM; AID 802;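 active means inhibition above the batch mean plus 3 SD, with images confirmed as a hit by eye, cut at about 37% in these data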;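 further: 0% = TNF-stimulated DMSO wells and 100% = unstimulated control wells; not every result past the cut was called active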
ERb SRC1 inh – ER-beta (human) coactivator binding inhibition; Q92731; TR-FRET ER-beta LBD / SRC1-Cy5 peptide binding; receptor agonist-loaded with 1 µM estradiol; inhibition, % at 25.6 µM; 1.3% of 86,000 active;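 active means compounds whose percent inhibition of the receptor-coactivator binding signal exceeds about 50% in the single-dose screen, limit read from the data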;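 further: 0% = receptor plus peptide wells without compound and 100% = peptide-only wells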
Target sequence (Q92731 whole entry, looked up, the tested form may be a part): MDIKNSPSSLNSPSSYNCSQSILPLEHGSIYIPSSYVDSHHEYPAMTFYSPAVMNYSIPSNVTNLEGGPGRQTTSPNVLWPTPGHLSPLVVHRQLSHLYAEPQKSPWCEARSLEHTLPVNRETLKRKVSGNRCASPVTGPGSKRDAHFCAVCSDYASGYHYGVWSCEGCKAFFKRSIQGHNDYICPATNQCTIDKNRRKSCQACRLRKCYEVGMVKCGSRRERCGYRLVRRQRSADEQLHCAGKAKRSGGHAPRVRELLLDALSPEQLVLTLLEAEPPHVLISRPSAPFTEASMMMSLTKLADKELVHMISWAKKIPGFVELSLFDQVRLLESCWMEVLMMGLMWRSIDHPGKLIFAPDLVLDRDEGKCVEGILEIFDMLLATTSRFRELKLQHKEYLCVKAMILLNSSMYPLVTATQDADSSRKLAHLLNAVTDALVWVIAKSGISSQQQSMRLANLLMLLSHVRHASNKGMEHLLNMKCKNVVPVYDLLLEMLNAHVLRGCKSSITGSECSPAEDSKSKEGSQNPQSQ
* marks the source's active call; other numbers are inactive results; . = not tested or not shown; [ ] = dose if it differs, or a comment.

SMILES	Candida biofilm	IL1B cytotox	Smad3 inh	HUVEC tox TNFa	sEH inhibitor	sEH activator	cytoskel mod	VCAM1 TNFa inh	ERb SRC1 inh
COc1ccccc1CC(=O)N1CCCC1	8	-12	-10	-7	11	-11	7	-7	-1
CCOC(=O)c1cc(NC(=O)c2ccccc2)c(=O)oc1-c1ccccc1	.	-11	.	-45	24	-20	9	15	.
O=C(Nc1ccc(Cl)cc1F)c1ccc(COc2c(F)c(F)c(F)c(F)c2F)o1	-4	-4	1	-11	42	-41	-6	6	35
COC(=O)Sc1nc(N2CCOCC2)c2c(c1C#N)CC(C)(C)OC2	3	3	10[fluorescence artefact?]	-18	.	.	5	41*	7
Cc1cc2c(C)nc(Cc3ccccc3)nc2o1	2	22	-1	-14	-20	24	8	5	-7
CCC(=O)c1ccc(OCCn2cncn2)cc1	4	13	11	21	0	2	1	16	-7
N#CCC(=O)NN=C1CCCCCCCCCCC1	.	-43	.	-10	8	-6	-1	3	.
CC1CCN(c2nnc(N)s2)CC1	6	-35	1	.	.	.	.	.	-9
Nc1cc(-c2ccccc2)ccc1O	4	-1	-3	47	-5	4	-8	44	-3[fluorescence artefact?]
O=C(NC1=NCCS1)c1ccc(Br)s1	4	8	3	-9	-15	18	4	11	-1[fluorescence artefact?]
N#Cc1c(-c2ccco2)cc(C2CC2)nc1N	11	7	4	-19	1	0	28	-47	8
COc1ccccc1/C=C/C(=O)c1ccc(Cl)cc1	.	-27	.	-7	9	-8	13	24	.
Cn1c(SCC(=O)NCc2ccccc2)nnc1C1CC1	10	-28	1	-20	-2	2	-10	-9	-20[fluorescence artefact?]
CCC(C)Sc1nc(O)c(Cc2ccccc2)c(=O)[nH]1 (stereo unspecified)	-2	9	-9	2	-2	3	13	-4	14
O=C(C1CCCO1)N1CCN(c2c3c(nc4cc(-c5ccc(F)cc5)nn24)CCC3)CC1 (stereo unspecified)	6	-4	-7	4	-5	2	30	-1	5
C#CCN1C(=O)C2C(C(=O)NC)C3C=CC2(O3)C1C(=O)NCc1ccc(OC)cc1 (stereo unspecified)	5	3	-3	-1	2	-1	6	14	-12
CCOCCCNC(=O)C1CCC(CNS(=O)(=O)c2ccc(Cl)cc2)CC1 (stereo unspecified)	6	15	16	-4	58	-59	.	4	-3
Clc1cc(Br)ccc1OCCOCCN1CCOCC1	7	-34	25[fluorescence artefact?]	-45	-4	2	7	0	-10
CCOC(=O)Nc1nnc(-c2ccc(OC)c(OC)c2)s1	4	-6	15[fluorescence artefact?]	-35	-1	0	28	11	2
CCOc1ccccc1NC(=O)CC1Nc2cc(C)c(C)cc2NC1=O (stereo unspecified)	.	0	.	-28	1	1	8	13	.
O=c1cc(Nc2ccc3c(c2)OCCO3)[nH]c(=O)n1-c1ccc(Br)cc1	9	2	1	-46	-2	5	15	-7	-19[fluorescence artefact?]
Cc1ccnc(NC(=S)NC(=O)/C=C/c2ccccc2)c1	.	12	.	-15	-12	15	10	2	.
COc1cc(S(=O)(=O)N2CCN(c3ccccc3F)CC2)c(OC)cc1Cl	.	-22	.	-11	12	-9	-2	-13	.
CCCn1nc(NC(=O)CC(C)C)c2cc3ccccc3nc21	0	-39	-10	-54	9	-10	8	-32	11

Next section; it opens with the 2 that closed the last part.
SMILES	Candida biofilm	IL1B cytotox	Smad3 inh	HUVEC tox TNFa	sEH inhibitor	sEH activator	cytoskel mod	VCAM1 TNFa inh	ERb SRC1 inh
COc1cc(S(=O)(=O)N2CCN(c3ccccc3F)CC2)c(OC)cc1Cl	.	-22	.	-11	12	-9	-2	-13	.
CCCn1nc(NC(=O)CC(C)C)c2cc3ccccc3nc21	0	-39	-10	-54	9	-10	8	-32	11
c1ccc(CCSc2nccn2-c2ccccc2)cc1	.	-4	.	20	-3	5	2	-9	.
Cc1cc2ccccc2n1CCNC(=O)C(C)(C)C	12	4	-5	-18	2	3	4	6	14
CN(C)CC/C=C1/c2ccccc2Sc2c(O)cc(Cl)cc21	3	-56	3[fluorescence artefact?]	-14	17	-15	-16	10	-10
CCCN(Cc1cc2cc(C)ccc2[nH]c1=O)S(C)(=O)=O	-2	0	-7	11	0	0	14	-9	-1
CCc1nnc(NC(=O)CSc2nnc(-c3ccc(OC)cc3)n2C)s1	3	-5	-1	67	-6	6	13	33	3[fluorescence artefact?]
O=C(NCc1ccccc1)N(Cc1nc2ccccc2c(=O)[nH]1)C1CCCC1	6	18	33	3	-1	0	25	11	2
O=C(CN1CCN(Cc2ccc(F)cc2Cl)C1=O)NCCCN1CCOCC1	5	-18	0	-2	13	-13	5	0	-9[fluorescence artefact?]
CCOc1ccc(C2=Nn3c(nnc3-c3ccccn3)SC2)cc1	9	-28	13	-9	-2	2	-2	-8	-10
O=C(CCn1c(=O)oc2ccccc21)N(Cc1ccccc1)c1ccccn1	5	10	12	-30	8	-6	-2	-28	-24[fluorescence artefact?]
CCn1c(SCC(=O)NC(C)c2ccccc2)nc2ccccc21 (stereo unspecified)	.	-17	.	28	-8	8	-8	63*	.
COC(=O)c1sccc1NC(=O)c1ccco1	1	-2	-21	-13	-13	13	19	12	6
COc1cccc(NC(=O)C(=O)N/N=C/c2cc(C)n(-c3ccc(Cl)c(Cl)c3)c2C)c1	.	12	.	-13	-1	3	-2	13	.
CCCCn1cc(C(C)(C)C)c(C#N)c1NC(C)=O	11	1	0	-15	-12	11	-4	3	-12
CCOc1ccc(OCCSc2nc(C)cc(=O)[nH]2)cc1	3	-16	-3	-34	0	0	7	6	-3
c1coc(CNCCCN2CCOCC2)c1	5	-13	1	-14	8	-9	7	5	-9
CCOc1ccc(NC(=O)Nc2ccc3c(c2)nnn3C)cc1	.	5	.	-1	.	.	-6	22	.
CCOC(=O)C1C(=O)CC(=O)CC1CC(C)SCC (stereo unspecified)	10	-14	7	-16	12	-11	23	-9	-5[fluorescence artefact?]
COc1ccc(OC)c(-n2cnnn2)c1	5	10	-8	-20	0	0	8	-7	-2[fluorescence artefact?]
CN(C(=O)c1ccc(-c2nn(C)c(=O)c3ccccc23)cc1)c1ccccc1	-5	9	15	33	2	0	-13	7	-7
O=C(CCCOc1ccc(Cl)cc1)NCC1CCCO1 (stereo unspecified)	-5	40	9	6	4	-4	-2	19	-15
COC(=O)C1=C(N)Oc2cc(C)[nH]c(=O)c2C1c1cc(OC)c(OC)c(OC)c1 (stereo unspecified)	5	-10	-10	2	-13	13	-8	-12	-1
O=C1CCCc2c1[nH]c1ccccc21	2	-10	10	.	19	-18	-42	.	11
O=C1CC(N(C(=O)c2ccco2)c2cccc(Cl)c2)C(=O)N1c1cccc(Cl)c1 (stereo unspecified)	6	-18	9	3	1	0	-1	-4	10
CCN(CC(=O)Nc1ccc2c(c1)OCCO2)C(=O)C1CCCCC1	8	3	-1	-2	.	.	1	-18	-24
CCOC(=O)c1[nH]c2ccc(F)cc2c1NC(=O)CN1CCN(C/C=C/c2ccccc2)CC1	0	-1	-1	-28	-17	15	-10	-4	4
Cc1ccc(-n2ncc3c(NCCCN4CCOCC4)ncnc32)c(C)c1	6	0	9	-26	.	.	-4	6	-2
C=CCN(C(=O)Cn1ncc2c1-c1cc(C)ccc1OC2)c1ccccc1	3	-58	-13	-24	3	-2	3	0	10[fluorescence artefact?]
Cc1oc(-c2ccc(F)cc2)cc1-c1nn2c(-c3ccco3)nnc2s1	7	-2	-3	-16	4	-7	6	14	51*[fluorescence artefact?]
CC1CC(C)CN(c2oc(-c3ccccc3Cl)nc2C#N)C1 (stereo unspecified)	5	13	2	16	-24	23	16	-12	-4[fluorescence artefact?]
COc1ccc(OCCNC(=O)c2ccccc2OCC(=O)N2CCCCC2)cc1	5	-43	-2	-27	3	0	18	6	-23
O=C(NC1CCCCC1)c1sc(=S)n2c1[nH]c(=O)c1ccccc12	3	-6	11	-4	5	-4	-50	-12	14[fluorescence artefact?]
Cc1ccc2c(c1)NCC(C(=O)NC1CCCCC1)O2 (stereo unspecified)	7	-89	1	-17	43	-43	0	-5	1[fluorescence artefact?]
CNC(=O)COc1ncnc2sccc12	.	-6	.	-8	-12	13	19	-9	.
CCCCCCNc1nc(NCc2ccco2)nc(OCC)n1	4	10	9	-5	-7	4	-5	15	19
CN(C)S(=O)(=O)c1ccc(N2CCCC2)c(C(=O)NC(c2ccccc2)c2ccccc2)c1	.	-16	.	-21	5	-2	-4	-8	.
CC(C)Nc1nc(SCC(=O)Nc2ccccc2)nc(N2CCOCC2)n1	9	-8	4	-5	3	-3	7	4	13
C1CCN(c2c3c(nc4nnnn24)CCCC3)CC1	1	4	-14	-11	4	-2	22	-4	-19
O=C(Nc1ccc(-c2nc3ccc(NC(=O)c4cccs4)cc3[nH]2)cc1)c1cccs1	1	4	54*[fluorescence artefact?]	-16	-15	12	.	-13	55*
Cc1ccc(S(=O)(=O)N(C)CC(=O)NC2CCCC2)cc1	5	-49	3	-15	12	-11	-15	-12	-24[fluorescence artefact?]
CCCC1=C(C(=O)OCC)C(c2c(C)nn(-c3ccccc3)c2Cl)C(C#N)=C(N)O1 (stereo unspecified)	8	-49	20	10	7	-9	9	-44	5
COc1ccc(N2CCN(C(=O)CSc3nnc(COc4cccc5cccnc45)o3)CC2)cc1	.	-16	.	2	-16	15	-70	-25	.
CCOC(=O)CCc1c(C)nc2cc(-c3ccc(F)cc3)[nH]n2c1=O	1	-6	5	1	-8	7	1	16	-2[fluorescence artefact?]
O=C(c1ccc2c(c1)OCO2)N1CCN(c2ccc(Cl)cc2)CC1	-1	15	3	-26	5	-1	12	34	35[fluorescence artefact?]
Cc1cc(C)nc(SCc2nc3ncccn3c2Br)n1	13	-7	10	8	-1	1	0	5	30
Cc1ccc(-c2cc(C(=O)NN=C3CCCC3)c3ccccc3n2)cc1	.	-12	.	5	-4	5	10	6	.
Cn1nnnc1SCCNCC#Cc1ccccc1	5	-9	2	39	4	-4	-4	26	-8
Cc1occc1-c1nnc(SCC(=O)Nc2ccc(F)cc2)n1Cc1ccccc1	1	-26	4	-24	14	-13	18	13	0[fluorescence artefact?]
Cc1cc(S(=O)(=O)Nc2nc(CN3CCOCC3)nc3sc4c(c23)CCCC4)ccc1F	0	-94	-3	-14	15	-17	-4	-9	-5
COc1cc(OC)cc(-c2nc(-c3ccccc3)no2)c1	-3	-22	-4	-19	8	-5	-19	11	-18
Cc1nn(-c2ccccc2)c(Cl)c1C(=O)Nc1c(C)n(C)n(-c2ccccc2)c1=O	.	-41	.	-30	2	0	.	-11	.
CCOCCc1nnc(NC(=O)c2cc(OC)c(OC)c(OC)c2)s1	3	-2	-6	-30	-11	13	26	3	-8
COc1ccc(CCNC(=O)CN2CCC(C(N)=O)CC2)cc1	4	-9	16	-41	-3	1	-28	3	-4
Cc1ccc2oc(=O)c3cnn(CC(=O)N4CCN(c5ccccn5)CC4)c3c2c1	16	-15	8	-11	3	-4	1	0	-3
Cc1cc(=O)oc2cc(Oc3ccc([N+](=O)[O-])cc3C(F)(F)F)ccc12	.	4	.	-1	6	-9	11	17	.
Cc1ccc(NC(=O)c2ccc(CSc3nnc(-c4ccncc4)n3C)cc2)cc1	.	1	.	-10	6	-7	3	0	.
CCOC(=O)C1=C(NC(=O)c2ccc(Br)o2)Nc2ccccc2N=C1	9	27	2	-14	-6	4	40	19	4[fluorescence artefact?]
Cc1cccc(-c2noc(CN(C(=O)CCc3ccccc3)C(C)C)n2)c1	8	-38	-5	-21	-3	6	13	-3	25
CC1(C)Oc2ccc(C(=O)N3CCOCC3)cc2N(CC(=O)N2CCOCC2)C1=O	2	-29	-7	-45	.	.	19	7	-2
CCOC(=O)c1c(NC(=O)c2cccs2)sc(C(=O)N(C)C)c1C	2	-11	22	24	8	-10	.	-21	3
COc1ccc(NC(=O)CNS(=O)(=O)c2ccccc2)cc1Cl	11	0	-13	-24	2	-3	10	10	-7

From PubChem

An excerpt, so the mix of outcomes need not match the whole.
